Vif inh: inhibitors of HIV Vif; HEK293T cells, Vif self-association by quenched fluorescence, imaging, 24 h; inhibition, % at 7.49 µM; 340,000 tested, 0.35% active; AID 602346; in the data active means inhibition above about 50%, passing the limit was not always enough; inconclusive means no clear call, values can overlap the other calls; inactive means below about 31%; further: some results filed as inactive read as strong as hits
CaV13 ICDI inh: Primary screen for inhibitors of IQ motif and Ca2+-dependent inactivation inhibitor domain binding in CACNA1D, Förster resonance energy transfer in living cells, …; HEK cells, CFP/YFP FRET ICDI-IQ, plate reader, 10 min; percent FRET-ratio fall versus neutral wells; inhibition, % at 12.3 µM; 340,000 tested, 0.098% active;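 active means mean replicate inhibition of at least 30% and at least 1% of replicates passing that level; inconclusive means only one of the two criteria is met; inactive means neither criterion is met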;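 further: 0% = median of the neutral control wells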
KKLEB cytotox: counter-screen for CF NF-kB inhibitors: cytotoxicity; AID 602141; 360,000 tested, 0.36% active; activity change (cytotoxicity), % at 5 µM; KKLEB CF airway cells viability, ATPlite luminescence, overnight; hits give low values; cells stimulated with P. aeruginosa culture filtrate;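 active means corrected activity change at or below -50% at 5 µM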
NR2E3 ag-1: NR2E3 (human) agonism | Q9Y5X4 | GST-NR2E3/biotin-RetCOR TR-FRET, 1536-well | inhibition of corepressor binding, % at 4.78 µM | 320,000 tested, 0.12% active | AID 2300;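 active means percent inhibition above the cutoff of mean plus 3 SD of all tested compounds, set per screening campaign, cut at about 20% in these data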;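 further: 0% = DMSO wells and 100% = biotin wells as full block of FRET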
Target sequence (Q9Y5X4 whole entry, looked up): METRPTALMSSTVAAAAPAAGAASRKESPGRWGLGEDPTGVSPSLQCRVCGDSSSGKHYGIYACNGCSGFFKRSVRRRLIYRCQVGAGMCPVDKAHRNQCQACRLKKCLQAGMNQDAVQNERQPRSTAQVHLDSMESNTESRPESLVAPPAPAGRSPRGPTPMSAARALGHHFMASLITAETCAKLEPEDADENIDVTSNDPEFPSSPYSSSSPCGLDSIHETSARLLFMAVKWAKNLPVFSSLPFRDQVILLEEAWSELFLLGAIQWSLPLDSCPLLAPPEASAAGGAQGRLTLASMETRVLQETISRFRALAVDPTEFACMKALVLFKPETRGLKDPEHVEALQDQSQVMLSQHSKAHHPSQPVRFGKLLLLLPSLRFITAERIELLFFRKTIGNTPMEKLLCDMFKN
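Test system – NR2E3–RetCOR corepressor complex · Quantity – NR2E3 fusion 1.35 nM · Buffer or medium – Tris pH 7.5 · Incubation – Compound–protein incubation for 5 h at 4 °C · Technique – TR-FRET, Eu(K)-anti-GST donor, streptavidin-D2 acceptor, ex 340, em 617/671 nm · Evaluation – percent inhibition of 671/617 nm emission ratio versus biotin and DMSO controls · Plate – 1536-well format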
Peg3 prom inh: inhibitors of Peg3 promoter | inhibition, % at 20 µM | 360,000 tested, 1.7% active | HeLa PEG-Prom luciferase reporter, luminescence, overnight | AID 588405;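 active means inhibition of at least 50% at 20 µM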
HIF-2a block: HIF-2a inhibition. AID 624352. 360,000 tested, 0.72% active. 786-0 RCC cells HIF-2a reporter, luciferase luminescence, overnight. inhibition, % at 18.8 µM;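 active means inhibition of the luminescence signal of 40% or more relative to plate controls, in a single-dose primary screen at 18.75 µM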
PDI inh: PDI (human) enzyme inhibition; PDI insulin aggregation turbidity, A650, 90 min; AID 588391; P07237; 350,000 tested, 0.052% active; inhibition, % at 10 µM;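 active means mean inhibition across replicates of 30% or more, whatever share of single replicates reach that level; inconclusive means mean inhibition below 30% while every single replicate reaches 30%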;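 further: absorbance from insulin aggregation driven by PDI reduction with DTT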
Target sequence (P07237 whole entry, looked up): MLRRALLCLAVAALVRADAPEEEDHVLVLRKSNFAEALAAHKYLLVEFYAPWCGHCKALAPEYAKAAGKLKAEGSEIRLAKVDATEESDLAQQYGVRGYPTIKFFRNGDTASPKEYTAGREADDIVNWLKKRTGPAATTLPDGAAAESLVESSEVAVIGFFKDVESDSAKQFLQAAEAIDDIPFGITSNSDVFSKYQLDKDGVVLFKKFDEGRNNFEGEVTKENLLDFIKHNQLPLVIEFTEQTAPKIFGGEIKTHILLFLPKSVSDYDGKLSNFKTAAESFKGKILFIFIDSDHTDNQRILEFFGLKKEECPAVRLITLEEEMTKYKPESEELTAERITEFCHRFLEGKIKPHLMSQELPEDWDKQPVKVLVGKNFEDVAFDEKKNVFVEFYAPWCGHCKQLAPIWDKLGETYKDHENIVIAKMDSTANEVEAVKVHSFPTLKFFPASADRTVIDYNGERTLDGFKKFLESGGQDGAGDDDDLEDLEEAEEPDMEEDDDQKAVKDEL
MITF TRPM1 inh: reduces MITF-dependent TRPM1 promoter luciferase signal | SK-MEL-5 TRPM1 promoter luciferase, 24 h | inhibition, % at 12.5 µM | 330,000 tested, 0.83% active | AID 488899;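 active means mean inhibition across replicates of 60% or more, whatever share of single replicates reaches that level; inconclusive means some that reach 60%, reason not given; inactive means mean inhibition across replicates below 60%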; further: values of inactives mirror those of a sister screen read the other way
CF NFkB inh: blocks PAF-induced NF-kB reporter in cystic fibrosis cells; inhibition, % at 5 µM; KKLEB NF-kB-GFP reporter, GFP fluorescence overnight; AID 588850; 360,000 tested, 0.86% active;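 active means at least 50% inhibition at 5 µM, scaled per plate between neutral and stimulator controls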;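 further: PAF is a Pseudomonas aeruginosa culture filtrate used as stimulus; plate controls were PAF-stimulated DMSO wells for no effect and unstimulated DMSO wells for full effect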
Shn3 inh set2: Schnurri-3 reporter inhibition in Clone20 osteoblasts; Clone20 osteoblast Shn3 3'UTR firefly luciferase, 24 h; inhibition, % at 12.5 µM; 360,000 tested, 0.52% active;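 active means mean inhibition of at least 75% with every replicate also reaching 75%; inconclusive means mean inhibition at least 75% but some replicate below; inactive means mean inhibition below 75%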;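 further: 0% = median of neutral control wells and 100% = pilot-screen positive control compound; some compounds past the cut are filed as inactive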
NR2E3 ag-2: human photoreceptor-specific nuclear receptor agonism. Q9Y5X4. CHO-S Gal4-NCOR/VP16-NR2E3 two-hybrid, luciferase. inhibition of corepressor binding, % at 3.98 µM. 360,000 tested, 0.35% active. AID 602229;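 active means inhibition above the mean of all tested compounds plus 3 SD, cut at about 70% in these data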;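 further: 0% = DMSO with NR2E3 transfected cells and 100% = cells lacking NR2E3 construct; higher means lower luciferase signal from less NR2E3 corepressor binding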
Numbers without * were called inactive; u = inconclusive; x = not tested or not shown; & = joins results of further samples. Rows are unselected (roughly 3.3% active in at least one column).

Molecule,Vif inh,CaV13 ICDI inh,KKLEB cytotox,NR2E3 ag-1,Peg3 prom inh,HIF-2a block,PDI inh,MITF TRPM1 inh,CF NFkB inh,Shn3 inh set2,NR2E3 ag-2
O=C1CC(N2CCN(c3ccccn3)CC2)C(=O)N1c1ccc(F)cc1 (stereo not drawn),-1,-4,2,-1,14,13,-3,5,2,-8,15
CC1(C)NC(=O)N(CC(=O)OCC(=O)Nc2cc(S(=O)(=O)N3CCCCCC3)ccc2Cl)C1=O,-12,-15,-1,0,6,18,-11,-11,0,5,-27
COC(=O)c1ccc(CN2C(=O)c3ccccc3C2=O)cc1,6,-21,-2,x,-11,1,0,7,7,8,-12
CSc1ncnc2c1ncn2CCCNCc1ccc2c(c1)OCO2,0,-9,-5,x,-12,7,-9,x,3,-9,5
CCC(Oc1ccccc1)C(=O)Nc1ccccc1C(=O)N1CCN(C)CC1 (stereo not drawn),-8,-6,-1,4,11,7,2,-1,3,9,-11
CCc1ccc(NS(=O)(=O)c2c(C)nc3sc(CC)nn3c2=O)cc1,-5,-5,-16,3,23,19,9,4,16,-6,30
CCC(=O)NNc1nc2c(C)c(C)ccc2s1,9,-5,11,-1,4,-20,-1,-1,2,-4,-12
CCOP(=O)(OCC)C(Nc1cc(Cl)cc(Cl)c1)c1cccc(O)c1 (stereo not drawn),16,-6,2,1,17,7,0,-4,6,25,3
Nc1ccc(S(=O)(=O)Nc2cc(Cl)c(N)c(Cl)c2)cc1,6,-6,9,x,1,3,-4,1,0,-10,13
COc1ccc(C2c3[nH]c4ccccc4c3CCN2C(=O)c2cc3ncccn3n2)c(F)c1 (stereo not drawn),-4,-3,14,0,-2,-32,1,17,-2,5,-21
C[C@@]12CCC3[C@@](CCC4[C@@]3(C)CCC[C@@]4(C)C(=O)NC3CCCCC3)(CC1=O)C2 (stereo partly drawn),-6,-5,-10,2,12,4,0,2,15,-2,-9
CCCCOC(=O)c1ccc(-c2ccc(/C=N/NC(=S)NCC)o2)cc1,x,-5,-1,2,-75,-47,14,6,-13,-35,-58
CC(=O)c1cccc(N=Cc2c(O)ccc3ccccc23)c1,-11,-1,3,1,24,15,7,-5,-11,0,-11
COc1ccccc1N(C)S(=O)(=O)c1ccc(C(=O)OCC(=O)c2c[nH]c3ccccc23)cc1,-3,-17,15,-1,35,19,-3,9,-9,4,-21
COc1ccc(Oc2cc(C)c3ccccc3n2)cc1,-1,-2,-6,3,-71,-118,17,-6,-2,-11,-20
Cc1cnc(CN2CCc3c([nH]c4ccccc34)C2C2CCCCC2)[nH]1 (stereo not drawn),6,-5,1,-2,-1,11,8,-4,2,15,-17
O=C1c2ccccc2C(=O)N1CCCc1nc2ccccc2c(=O)n1Cc1ccco1,-11,0,-9,6,9,9,-10,9,10,5,-6
COc1ccc(OC)c(CN2CCN(C(=O)CNC(=O)c3ccccc3F)CC2)c1,u,-5,16,x,-7,-2,-1,2,-30,-8,8
CCN(CC(=O)NCc1ccc(F)cc1)C(=O)COc1ccc(C)c(C)c1,-2,-5,-13,-2,-18,-21,-2,-5,-5,-8,-36
CCOC(=O)C1CCN(C(=O)CCNC(=O)c2ccccc2OC)CC1,4,-6,2,4,4,18,-3,1,12,2,-1
C=CCOc1ccc(C2=NO[C@@H]3[C@@H]4C[C@@H]([C@H]5C(=O)N(C)C(=O)[C@@H]45)[C@H]23)cc1,-8,-18,3,-5,14,18,1,x,7,6,11
Cc1ccc(NC(=O)COC(=O)c2ccc3c(c2)OCO3)c(C)c1,0,5,-1,1,-8,10,4,0,20,x,-14
O=C(CCNC(=O)Cn1ccc2ccccc2c1=O)NCCN1CCN(c2cccc(Cl)c2)CC1,6,x,2,6,17,14,14,1,-5,9,-14
NC(=O)NC1NC(=O)NC1=O (stereo not drawn),-1,x,-6,-1,-12,10,x,5,3,4,-11
Cc1cc(C)nc(N2CCC(C(=O)NNC(=O)c3ccccc3)CC2)n1,3,-7,-9,-1,0,6,-24,1,0,9,5
CCOc1cc2c(C#N)c(N3CCCCC3)nc(N)c2c(N)n1,x,-7,15,1,-183,-186,-9,-22,6,-16,-72
CCn1c(SCC(=O)NCc2ccccc2)nnc1-c1ccccc1O,19,-9,4,2,15,4,-1,5,0,-7,12
CCCCCCC1CCC(c2nc(-c3ccncc3)no2)CC1 (stereo not drawn),5,-4,-2,-1,-5,-8,-8,16,-15,16,-5
CCN(CC)CCn1cnc2c1c(=O)n(CCOC(=O)c1cc(OC)c(OC)c(OC)c1)c(=O)n2C,-5,-5,-7,0,-5,10,-3,-5,17,-5,11
CCN(CC)c1ccc(N=C2C(=O)Nc3ccccc32)cc1,-7,-15,18,-6,-17,-21,-2,26,-6,-4,-18
CC(/C=C1\SC(=O)N(CC(=O)Nc2ccc(O)cc2)C1=O)=C\c1ccccc1,3,-5,24,-1,-39,-46,-16,0,-23,-5,-4
CCOCCCNC(=O)/C(C#N)=C/c1ccc(C(=O)OC)cc1,0,-2,9,2,1,19,-2,-3,1,13,4
CCc1ccccc1NC(=O)C(CC)Sc1nc2cc3c(cc2c(=O)n1Cc1ccco1)OCO3 (stereo not drawn),-1,-4,1,0,35,4,-1,35,-3,52,-10
CCC12CCCN3CCC4(C(=C(C(=O)OC)C1)Nc1ccccc14)C32 (stereo not drawn),-1,-4,-5,x,21,30,-3,-1,-2,-23,2
CCn1c(SCC(=O)Nc2ccc(OC)cc2OC)nc2nc3c(cc2c1=O)COC(C)(C)C3,5,-19,-6,-2,4,24,7,14,6,0,-1
Cn1cnc2cc(NC(=O)c3ccc(Cl)cc3)ccc21,10,-7,-1,-2,-251,-263,3,-55,5,-62,-71
COC(=O)C(C)Sc1snnc1-c1ccccc1 (stereo not drawn),6,-5,-1,5,11,14,-13,9,6,15,-12
COc1ccc(C(=O)COC(=O)c2ccccc2NS(=O)(=O)c2ccc(O)c([N+](=O)[O-])c2)cc1,u,-4,1,-2,5,8,-5,-15,-21,-7,-44
COc1ccccc1CNC(=O)COC(=O)Cc1c[nH]c2ccccc12,2,-6,11,-1,-9,15,9,5,-4,-7,-7
CC(C)Cc1cc(C(=O)Nc2cc(C(F)(F)F)ccc2Cl)no1,3,x,12,-2,1,-9,-5,-3,0,25,-20
CCCNc1nc(N2CCCC2)nc(N2CCCC2)n1,0,-1,2,6,12,5,-2,-6,-10,32,-27
O=C(Cn1nc(-c2ccccc2)c2ccccc2c1=O)NCCN1CCOCC1,6,x,-3,4,1,3,-2,6,-11,-9,15
CCCCNc1c(-c2ccc(SC3CCCCC3)cc2)nc2ccccn12,-9,-13,-26,6,-252,-159,-30,-30,23,-34,-44&-74
O=C1NCC(c2ccccc2)C1C(=O)N/N=C\c1ccc(-c2cccc(Cl)c2Cl)o1 (stereo not drawn),7,-5,2,1,0,-12,1,-1,-3,-10,-11
O=C(CNC(=O)COc1ccccc1)NCc1cccnc1,0,-7,-2,2,3,9,4,-1,-21,8,-8
COC(=O)c1ccc(COC(=O)CNC(=O)CNC(=O)c2ccc(C)cc2)cc1,-7,-5,-9,-1,16,2,-2,2,3,8,-19
Oc1ccccc1CNc1ccc(Br)cn1,-7,x,-22,0,-268,-214,2,-50,-11,-60,-94
O=S(=O)(c1cccc2nsnc12)N1CCN(c2ncccn2)CC1,-3,0,-2,-3,17,10,-2,-4,9,24,6
CC(C)(C)NC(=O)c1ccc(COc2ccccc2Br)o1,0,x,4,-2,-22,-30,-3,-3,-17,1,3
CC1CCN(C(=O)c2ccc3c(c2)C(=O)c2ccccc2-3)CC1,-4,-6,-2,x,-76,-168,7,x,12,-9,3

The results go on.
Molecule,Vif inh,CaV13 ICDI inh,KKLEB cytotox,NR2E3 ag-1,Peg3 prom inh,HIF-2a block,PDI inh,MITF TRPM1 inh,CF NFkB inh,Shn3 inh set2,NR2E3 ag-2
CC1=C(C/C=C(\C)CCC[C@H](C)CCC[C@H](C)CCCC(C)C)C(=O)c2ccccc2C1=O,-9,x,-4,-2,10,1,x,x,0,-3,-10
CSc1ccc(-c2nc(O)c3cnccn23)cc1,-3,7,-4,-5,16,7,3,-1,14,-17,-16
COc1ccc(NC(=O)c2ccc(NCC3CCCO3)c([N+](=O)[O-])c2)cc1 (stereo not drawn),-5,-2,-2,3,-50,-45,-12,-22,5,1,16
O=C(Cc1cn2ccsc2n1)Nc1ccccc1Oc1ccccc1,-8,-6,-9,-2,16,1,-5,8,-1,7,-16
Nn1c(SCC(=O)Nc2ccc(OC(F)F)cc2)nnc(Cc2ccccc2)c1=O,-4,-6,-3,-2,-4,-1,-7,4,13,-1,10
O=C(OC1CCOC1=O)c1cccc(S(=O)(=O)Nc2ccc(F)cc2)c1 (stereo not drawn),-5,-4,10,2,3,15,11,6,-2,-1,3
Cc1nn(C)c(C)c1S(=O)(=O)Nc1ccc2c(c1)OCO2,11,-1,9,0,-55,-92,1,-16,-6,2,-23
O=C(O)/C(=C\c1ccc(Br)cc1)c1ccc(S(=O)(=O)N2CCCCC2)s1,10,3,7,-2,3,4,0,-3,-4,17,-37
COC(=O)Cc1cc(=O)oc2c(C)c(O)ccc12,0,-2,9,4,10,6,24,1,16,21,1
O=C(CN1CCN(C2CCCCC2)CC1)Nc1cccc2ccccc12,-3,5,-11,2,-1,0,-1,-1,-24,-15,27
COc1ccc(-c2cc(C(=O)NC(Cc3c[nH]c4ccccc34)C(=O)O)c(C)o2)cc1OC (stereo not drawn),-1,-3,4,2,-26,-32,3,9,-1,-49,-79
CSc1nc2nc3c(cc2c(=O)n1-c1ccccc1C)CCCC3,-2,-5,2,-1,16,1,-2,38,-2,70,-7
O=C(NC1CCCCC1)C1CCC(CNS(=O)(=O)c2cccc3nsnc23)CC1 (stereo not drawn),0,-7,-4,-2,14,11,0,x,-11,8,2
COC(=O)COn1c(SCC(=O)OC)nc2ccccc2c1=O,4,x,-4,0,9,9,1,5,23,1,18
COc1cc(CNCc2ccccn2)ccc1OCc1c(Cl)cccc1Cl,-11,-7,2,1,-4,4,4,-22,-7,58,33
CCNc1nc(NCC)n2c(SCC(=O)Nc3c(C)cccc3C)nnc2n1,x,-4,8,-2,9,5,-8,6,1,-7,-20
Cn1nc(C(=O)OCC(=O)Nc2ccc(F)cc2Cl)c2ccccc2c1=O,1,-6,-12,x,9,7,7,13,-15,4,-16
